# Epigenetic reg: Quantitative High-Throughput Screen for Regulators of Epigenetic Control | 280,000 tested, 0.2% active | Potency, µM (titrated, usually from 53.9 µM), for the others: top-dose GFP activation, most hits filed as activators | murine LDR cells, GFP reporter derepression, 30 h; also: % of control where 0% means no effect; nearly all actives have a fitted effect of over 60% in size
#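 GFP-positive cell count by laser-scanning cytometry (objects 20–120 um) after 30 h, 37 C compound exposure of murine LDR cells; reporter is CMV-GFP integrated at a silenced locus, inducible by HDAC or DNMT inhibitors.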
# GoLoco inh red: qHTS Assay for Inhibitors of RGS12 GoLoco Motif Activity (Red Fluorophore); Gai1:RGS12 GoLoco peptide FP, rhodamine, 10 min; Guanine nucleotide-binding protein G(i) subunit alpha-1 (Homo sapiens), P63096; AID 880, 2007; 230,000 tested, 0.44% active; Potency, µM (top dose mostly 61.6 µM), inactives show at the top dose activity, negative = inhibition, most hits filed as inhibitors; active = well fitted inhibition curve with a large enough effect, not every such curve was filed as active; inactive = no such curve, though single readings can be large or run the other way; also: % is scaled to controls: 0 for no effect and ±100 for the full control effect; nearly all actives have a fitted effect of over 30% in size; many of its hits are not listed in these tables
# Target sequence (P63096 whole entry, looked up): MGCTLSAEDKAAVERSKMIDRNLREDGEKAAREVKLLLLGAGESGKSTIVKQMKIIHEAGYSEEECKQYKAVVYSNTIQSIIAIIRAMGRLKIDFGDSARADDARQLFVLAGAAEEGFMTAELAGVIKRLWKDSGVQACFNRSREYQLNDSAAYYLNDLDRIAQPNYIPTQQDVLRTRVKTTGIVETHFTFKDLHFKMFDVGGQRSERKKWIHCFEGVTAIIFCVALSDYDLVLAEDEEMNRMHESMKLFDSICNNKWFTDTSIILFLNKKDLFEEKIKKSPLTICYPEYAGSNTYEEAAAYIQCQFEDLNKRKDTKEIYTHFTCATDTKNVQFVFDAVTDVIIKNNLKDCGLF
# SMN2 splice up: qHTS Assay for Enhancers of SMN2 Splice Variant Expression. 210,000 tested, 2.8% active. HEK293 SMN2-luciferase splicing reporter, luminescence, 30-36 h. Potency, µM (highest dose often 46.1 µM), for the others: top-dose activity change, positive = activation, hits mostly activators; also: % of control where 0% means no effect; nearly all actives have a fitted effect of over 55% in size
#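 HEK293 cells carry an SMN2 minigene-luciferase reporter in which exon 7 inclusion puts luciferase in frame. Cells were seeded at 2000 cells/well, attached for 10-12 hours, then exposed to compounds for 30-36 hours at 37C before ONE-Glo luminescence.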
# RECQ1 helicase: qHTS Assay for Inhibitors of RecQ-Like Dna Helicase 1 (RECQ1); 240,000 tested, 0.54% active; Potency, µM (top dose mostly 57.3 µM), for inactives: at the top dose activity, negative = inhibition, most hits filed as inhibitors; ATP-dependent DNA helicase Q1 (Homo sapiens), P46063; RECQ1 DNA unwinding, red fluorescence kinetic read; AID 2549, 2010;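 also: plate controls were vehicle for no effect and no enzyme for full effect; nearly all actives have a fitted effect of over 30% in size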
#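 RECQ1T1 50 nM; forked duplex (20 bp + 30-nt ss tails) 200 nM, ATP 2 mM final; pH 8.0, 2 mM MgCl2, 2.5 ug/ml poly(dI-dC); 15 min compound preincubation; discontinuous kinetic read over 2 h at RT.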
# KinaseGlo FLuc: Counterscreen for Luciferase (Kinase-Glo TM) Inhibition; AID 1379, 2008; 200,000 tested, 0.28% active; Luciferin 4-monooxygenase (Photuris pensylvanica), Q27757; Potency, µM (series often up to 38.3 µM), without a hit: at the top dose activity change, negative = inhibition, actives largely listed as inhibitors; Kinase-Glo luciferase, ATP luminescence, 8 min; also: % is scaled to controls: 0 for no effect and ±100 for the full control effect; nearly all actives have a fitted effect of over 60% in size
#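 Substrate mix (final 50 mM imidazole pH 7.2, 50 mM KCl, 7 mM MgCl2, 10 uM ATP, 0.01% Tween 20, 0.05% BSA) plus pin-tool compound, then Kinase-Glo detection mix; 8 min ambient, luminescence read.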
# NPSR antagonist: qHTS Assay for Antagonists of the Neuropeptide S Receptor: cAMP Signal Transduction | AID 1461, 2008 | Q6W5P4 | 220,000 tested, 1% active | CHO-NPSR cells, cAMP TR-FRET, antagonist mode | Potency, µM (series often up to 38.3 µM), inactives show at the top dose activity change, negative = inhibition, actives largely listed as inhibitors; also: % is scaled to controls: 0 for no effect and ±100 for the full control effect; nearly all actives have a fitted effect of over 50% in size; many of its hits are not listed in these tables
# Target sequence (Q6W5P4 whole entry, looked up): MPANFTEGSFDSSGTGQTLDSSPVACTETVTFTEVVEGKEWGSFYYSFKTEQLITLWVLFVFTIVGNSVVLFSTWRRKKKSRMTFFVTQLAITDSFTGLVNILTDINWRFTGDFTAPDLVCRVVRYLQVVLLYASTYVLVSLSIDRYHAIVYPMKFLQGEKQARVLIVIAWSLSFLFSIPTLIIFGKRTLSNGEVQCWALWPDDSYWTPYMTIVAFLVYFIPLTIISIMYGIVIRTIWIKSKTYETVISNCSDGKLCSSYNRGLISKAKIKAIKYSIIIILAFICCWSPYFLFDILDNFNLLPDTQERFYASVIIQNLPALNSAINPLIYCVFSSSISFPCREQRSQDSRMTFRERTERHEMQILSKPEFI
# KDM4E inh: qHTS Assay for Inhibitors of Human Jumonji Domain Containing 2E (JMJD2E). Lysine-specific demethylase 4E (Homo sapiens), B2RXH2. 230,000 tested, 1.6% active. AID 2147, 2009. Potency, µM (titrated, usually from 57.1 µM), for inactives: top-dose activity change, negative = inhibition, usual class: inhibitors. JMJD2E catalytic domain, FDH-coupled NADH fluorescence (FDH is formaldehyde dehydrogenase); active = well fitted inhibition curve with a large enough effect, not every such curve was filed as active; inconclusive = small, poorly fitted or top-dose-only effect, or another doubt; inactive = no such curve, though single readings can be large or run the other way;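 also: 0% = wells with enzyme and -100% = buffer wells without enzyme; nearly all actives have a fitted effect of over 50% in size; many of its hits are not listed in these tables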
# Target sequence (B2RXH2 1-337 limits assumed): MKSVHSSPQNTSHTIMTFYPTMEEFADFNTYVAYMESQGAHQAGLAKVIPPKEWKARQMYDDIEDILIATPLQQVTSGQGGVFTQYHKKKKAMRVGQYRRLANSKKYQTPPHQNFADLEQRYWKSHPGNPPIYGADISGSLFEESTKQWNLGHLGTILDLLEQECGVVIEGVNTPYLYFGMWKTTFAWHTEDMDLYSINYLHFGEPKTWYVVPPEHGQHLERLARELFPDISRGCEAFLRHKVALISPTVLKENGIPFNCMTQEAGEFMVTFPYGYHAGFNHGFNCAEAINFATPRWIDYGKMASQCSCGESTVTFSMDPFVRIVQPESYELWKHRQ
# IMPase Li cell: qHTS Assay for Identifying the Cell-Membrane Permeable IMPase Inhibitors: Potentiation with Lithium; CHO-M1 cells, IP1 TR-FRET (IP-One), carbachol + lithium; AID 1457, 2008; 210,000 tested, 0.35% active; Potency, µM (highest dose often 59.4 µM), inactives show at the highest dose activity, negative = IMPase inhibition, actives largely listed as inhibitors;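 also: IP1 builds up when IMPase is blocked and the TR-FRET signal falls; plate controls were basal vehicle for no effect and high inhibitor control for full effect; nearly all actives have a fitted effect of over 50% in size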
#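 Test compounds were applied to CHO-M1 cells previously cultured for 16–30 h at 2000 per well. A small lithium amount accompanied them; after 30 min at 37C, IP1 was quantified by TR-FRET.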
# Numbers without * were called inactive; i = inactive; ? = inconclusive; · = no result given; & = joins results of further samples; [ ] = remark or other dose. Unless noted, calls follow the shape of the dose curve; as a rule, active = well fitted curve in the direction sought with a large enough effect; inconclusive = small, poorly fitted or top-dose-only effect, or another doubt; inactive = no such curve, though single readings can be large; an effect the other way counts as inactive or inconclusive. Potency is read from the fitted curve at half-maximal effect. These rows are one share of the data; count on the stated rates, not on these rows.
SMILES,Epigenetic reg,GoLoco inh red,SMN2 splice up,RECQ1 helicase,KinaseGlo FLuc,NPSR antagonist,KDM4E inh,IMPase Li cell
CCOc1ccc(S(=O)(=O)N(C)c2ccc(OCC(=O)OCc3c(C)noc3C)cc2)cc1,4.7%,2%,-1%,-17%,-1%,?,-2%,10%[38.3 µM]
O=C(Nc1ccccc1Cl)N1C2CCC1CC(O)(c1cccnc1)C2 (stereo unspecified),-1.3%,4%,1%,i,1%,10%,-8%,7%
Cc1cc2ccccc2c(=O)n1CC(=O)NCC(=O)N(C)Cc1ccccc1,0.0%,8%,11%,i,1%,-4%[46.1 µM],?,16%[38.3 µM]
CCCCOC(=O)CSC1=C(C#N)C(c2ccc3c(c2)OCO3)CC(=O)N1 (stereo unspecified),0.1%,0%,-9%,-15%,3%,-9%[46.1 µM],9%,10%[38.3 µM]
Clc1ccc2c(c1)CNc1c(ncnc1N1CCOCC1)O2,3.2%,0%,-4%,-9%,-1%,?,?,-1%[38.3 µM]
COc1ccccc1OCCNC(=O)c1cc(SC)ccc1Cl,-3.2%,4%,-11%,-9%,2%,-3%,3%,2%
CCN(CC)c1ccc(NC(=O)C2CCCN(S(=O)(=O)c3cccnc3)C2)c(C)c1 (stereo unspecified),-12%,-15%,-47%[inhibitor],-7%,0%,-16%[46.1 µM],-7%,-3%[38.3 µM]
N#C/C(=C/c1cn(CC(=O)O)c2ccccc12)C(=O)NCc1ccccc1,-1.5%,23%,9%,-8%,0%,-3%,-8%,2%
CC(=O)Nc1c(C)cc(S(C)(=O)=O)cc1C,-1.8%,-4%,7%,0%,1%,14%,7%,-1%
O=C1C2CC=CCC2C(=O)N1Cc1ccccc1Cl (stereo unspecified),0.0%,-1%,-5%,-7%,-1%,8%,-7%,-5%
CC(=O)Nc1nc2n(n1)C(c1ccc(Cl)cc1)C=C(C)N2 (stereo unspecified),-1.0%,3%,30%,-5%,1%,?,?,-1%[38.3 µM]
Cc1ccc(CCNC(=O)c2cc(C)nn2-c2ccccc2)cc1,0.2%,3%,·,-6%,·,9%,0%,·
CC(=O)Nc1ccc(NC(=O)C/C(C)=N/NC(N)=S)cc1,-1.4%,2%,9%,-14%,2%,13%,?,-10%
CCCc1cc(=O)[nH]c(NCc2ccc(Cl)cc2)n1,0.0%,0%,-17%,i,0%,17%[46.1 µM],3%,1%[38.3 µM]
CCOc1ccccc1-c1cc(-c2ccc(OC)cc2)nc2c1c(=O)n(C)c(=O)n2C,0.0%,-15%,-6%,-15%,3%,-2%[46.1 µM],?,6%[38.3 µM]
COC(=O)c1nc(NC(=O)c2ccccc2)n[nH]1,-0.9%,12%,-8%,-3%,-3%,-2%[46.1 µM],7%,-7%[38.3 µM]
Cc1ccc(CNC(=O)c2cccnc2Sc2cccc(Cl)c2)cc1,-1.2%,-14%,·,-9%,·,-12%,0%,·
CCOc1ccc(OCc2ccc(C(=O)OCc3ccccn3)o2)cc1,9.0%,-8%,8.9µM*,-11%,-4%,-10%[46.1 µM],-29%,8%[38.3 µM]
O=C(NN1CCOCC1)c1cc(-c2cccs2)nc2ccccc12,0.3%,-1%,17%,i,0%,3%,?,-1%
CC(C)c1ccc(/C=C/C(=O)Nc2nc3ccc([N+](=O)[O-])cc3s2)cc1,-2.0%,-14%,-13%,-9%,-1%,3%[46.1 µM],6%,-7%[38.3 µM]
CC(=O)NC1(c2cccc(F)c2)CCN(CC(=O)NC(C)C)CC1,0.0%,-3%,-1%,-3%,0%,2%[46.1 µM],-13%,-12%[38.3 µM]
Cc1ccc2c(c1)NC(=O)C(CC(=O)N(C)Cc1ccccc1)O2 (stereo unspecified),0.0%,0%,-17%,-13%,3%,-12%[46.1 µM],5%,14%[38.3 µM]
c1ccc(OCCN2C3=NCCN3c3ccccc32)cc1,?,·,·,-12%,·,-3%[46.1 µM],1%,·
Cc1cc(C)c2c(c1)/C(=N/NC(=O)c1ccc(O)cc1)CCC2,1.1%,4%,1%,-7%,4%,-26%,2%,8%
CCOC(=O)c1cc(CC)sc1N,-0.2%,13%,19%,1%,-4%,-13%[46.1 µM],3%,-8%[38.3 µM]
Cc1cc(/C=N/n2cnnc2)c(C)n1-c1ccccc1,-1.0%,8%,22%,1%,-2%,12%[46.1 µM],1%,25%[38.3 µM]
CCCC[C@@H]1C[C@H]1[C@@H](NP(=O)(c1ccccc1)c1ccccc1)c1ccccc1OC,?,2%,-5%,2%,-1%,·,15%,24%
c1ccc(CSc2ccc(-c3ccccn3)nn2)cc1,3.6%,-7%,0.79µM*,-2%,-4%,-16%,-10%,8%
C#Cc1ccc([C@H]2C=C(C(=O)O)O[C@@H](OCc3ccc(CO)cc3)C2)cc1,3.9%,-6%,·,-13%,·,-15%,-19%,-4%
CC(C)CCc1noc(CN(C)CC2CCN(Cc3ccccc3)CC2)n1,0.5%,-1%,·,-4%,·,-13%,0%,·
O=C(NCc1ccco1)c1ccc(-c2csnn2)cc1,2.5%,7%,·,i,·,-4%,-7%,·
CCOC(=O)C1CCCN(/C=C2\SC(=S)N(CC)C2=O)C1 (stereo unspecified),-1.0%,-2%,·,0%,·,-7%,-1%,·
O=C(NCCc1ccccc1)c1ccccc1NS(=O)(=O)N1CCCC1,-1.1%,12%,23%,i,4%,-14%[46.1 µM],?,18%[38.3 µM]
CCn1c(SCC(=O)Nc2c(C)n(C)n(-c3ccccc3)c2=O)nc2c1c(=O)n(C)c(=O)n2C,2.3%,3%,·,i,-1%,-8%,-2%,10%
Cc1ccc(S(=O)(=O)N2CCN(C(=O)c3ccc(OCc4c(C)noc4C)cc3)CC2)cc1,-1.1%,-2%,-12%,-17%,-2%,-16%[46.1 µM],-6%,7%[38.3 µM]
COc1ccc(C(=O)Cc2nnc(C)s2)cc1,-3.5%,1%,?,24%,-4%,10%,-8%,2%
O=C(Nc1ccccc1)NC1CCN(Cc2c(F)cccc2Cl)CC1,1.6%,4%,·,-5%,·,12%,4%,·
CC(C)Cc1cc(C(=O)N2CCCC(CCC(=O)N(C)CCc3ccccn3)C2)no1 (stereo unspecified),0.0%,8%,·,0%,-1%,21%,4%,16%
COc1cc(/C=C/C(=O)OCC(=O)NC2CCS(=O)(=O)C2)ccc1O (stereo unspecified),-1.5%,-15%,0%,-1%,-1%,8%,5%,8%
c1ccc2c(c1)OCC(c1csc3ncnc(N4CCCC4)c13)O2 (stereo unspecified),2.1%,0%,-15%,-11%,18%,?,-1%,39%[activator][38.3 µM]

# Reformatted with tabs: part of the list above
compound	Epigenetic reg	GoLoco inh red	SMN2 splice up	RECQ1 helicase	KinaseGlo FLuc	NPSR antagonist	KDM4E inh	IMPase Li cell
CC(C)CCc1noc(CN(C)CC2CCN(Cc3ccccc3)CC2)n1	0.5%	-1%	·	-4%	·	-13%	0%	·
O=C(NCc1ccco1)c1ccc(-c2csnn2)cc1	2.5%	7%	·	i	·	-4%	-7%	·

# Next part
SMILES,Epigenetic reg,GoLoco inh red,SMN2 splice up,RECQ1 helicase,KinaseGlo FLuc,NPSR antagonist,KDM4E inh,IMPase Li cell
CCOc1ccc(CC(=O)NNC(=O)/C=C/C(=O)O)cc1,-0.2%,-7%,·,17%,·,-13%,-1%,·
CC(C)(C)C(=O)N1CCn2c1nc1ccccc12,-3.2%,15%,-3%,i,1%,10%,-7%,6%
COc1ccc(OCC(=O)O/N=C(\N)Cc2ccc(Cl)cc2Cl)cc1,0.1%,13%,-13%,-8%,18%,-3%[46.1 µM],5%,28%[38.3 µM]
Cn1cc(Cl)c(C(=O)OCC(=O)Nc2nc(-c3ccc(Br)cc3)cs2)n1,1.2%,13%,16µM*,i,-3%,-16%[46.1 µM],3%,32%[activator]
CCc1ccc(C(C(=O)NCc2ccc(OC)cc2)N(CCOC)C(=O)Cc2cccs2)cc1 (stereo unspecified),-1.2%,7%,-6%,-16%,-1%,26%[46.1 µM],0%,9%[38.3 µM]
O=C(CCN1C(=O)c2ccccc2C1=O)Nc1cccc(S(=O)(=O)NC2=NCCC2)c1,-0.1%,8%,16%,i,1%,6%,-2%,-4%
COc1cccc(CN2CCC(N(CCc3ccccc3)Cc3ccccc3)CC2)c1OC,0.0%,-10%,-16%,-6%,3%,-40%,?,14%
Cc1cc(C)nc(N2CCC(C(=O)Nc3ccc4c(c3)CCC4)CC2)n1,0.0%,0%,-4%,-14%,2%,-2%[46.1 µM],9%,?
O=C1OCCN1C(=O)[C@H]1[C@H](c2ccccc2)C(c2ccc(F)cc2)=NN1c1ccccc1,1.0%,35%[activator],·,-6%[81.1 µM],5%[39.9 µM],·,·,-13%
CCOC(=O)CN1CCC(c2ccccc2)CC1,-0.7%,-1%,4%,-2%,2%,2%,2%,-4%
COc1ccc(NC(=O)N2CCCC2C(=O)Nc2ccc(C)c(Cl)c2)cc1 (stereo unspecified),4.1%,5%,0%,i,-3%,-9%[46.1 µM],1%,0%[38.3 µM]
Cc1cc(NC(=O)Nc2cccc(C(F)(F)F)c2)n(C)n1,1.5%,-8%,28%,0%,3%,-1%,4%,-3%
O=c1[nH]c(=O)n(C2CCCO2)cc1F (stereo unspecified),-1.1%&-1.5%,98%&-11%&-6%,-15%,2%&-7%,1%,9%,9%,0%&1%
O=C(NCCN1CCOCC1)c1cc2ccccc2o1,-0.3%,-1%,12%,-6%,14%,-11%[46.1 µM],-5%,2%[38.3 µM]
O=C(NCc1ccccc1)c1cccnc1N1CCOCC1,0.0%,-1%,-4%,-1%,1%,-1%[46.1 µM],-2%,-2%
O=C(N/N=C/c1cccc2nccnc12)c1ccccc1O,8.3%,12%,·,-6%,·,-4%,?,·

# Assay outcomes from PubChem BioAssay.
